phage Ecoli inh: E. coli growth loss with phage present; growth absorbance; inhibition, % at 11.9 µM; 0.26% of 360,000 active; in the data active = inhibition above about 11%
CAL PDZ inh: human CAL PDZ-peptide interaction inhibition; purified CAL PDZ, TMR-peptide fluorescence polarization, 1 h; inhibition, % at 20 µM; 0.02% of 330,000 active; AID 504414;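 active = highest replicate inhibition of at least 40%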;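 also: plate controls were DMSO neutral control wells for no effect and unlabeled competitor peptide control wells for full effect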
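material = purified tagged CAL PDZ domain construct (CerCALP) | compound dosing = 20 µM, one dose | times = 1 h at RT | measured by = fluorescence polarization from S- and P-plane intensities, G-factor corrected | read-out = inhibition from polarization loss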
Rtt109 HAT inh: inhibitors of Candida albicans Rtt109/Vps75 histone acetyltransferase. Q5AAJ8. purified Rtt109/Vps75, ThioGlo CoA-SH fluorescence, 4 h. inhibition, % at 34.9 µM. 0.16% of 330,000 active. AID 540336;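 active = inhibition of at least 50% in every replicate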
Target sequence (Q5AAJ8 whole entry, looked up): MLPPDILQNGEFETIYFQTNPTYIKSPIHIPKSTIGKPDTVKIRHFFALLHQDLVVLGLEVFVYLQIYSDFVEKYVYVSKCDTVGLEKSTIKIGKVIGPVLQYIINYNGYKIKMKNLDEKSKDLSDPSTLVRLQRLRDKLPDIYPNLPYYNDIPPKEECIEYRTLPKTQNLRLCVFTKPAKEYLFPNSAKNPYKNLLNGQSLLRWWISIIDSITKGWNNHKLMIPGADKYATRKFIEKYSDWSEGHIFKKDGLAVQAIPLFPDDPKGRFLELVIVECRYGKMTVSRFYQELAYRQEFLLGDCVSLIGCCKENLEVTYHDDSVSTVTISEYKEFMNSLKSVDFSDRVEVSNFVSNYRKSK
Tat export inh: blocks Tat-dependent protein export in E. coli | E. coli MC4100 TorA-mCherry Tat export, fluorescence | inhibition, % at 10 µM | 0.036% of 340,000 active | AID 488895;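 active = mean replicate inhibition at least 50% and at least half of replicates individually reaching 50%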;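 also: exported cargo escapes ClpAP degradation while cytoplasmic cargo is degraded and loses fluorescence; 0% = median of neutral control wells and 100% = median of NaSCN control wells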
PfHsp90 yeast 2: reduces growth (ATP signal) of yeast expressing P. falciparum Hsp90. S. cerevisiae expressing PfHsp90, BacTiter-Glo ATP, 48 h; yeast lacking PDR1 and PDR3 efflux regulators. inhibition, % at 9.4 µM. 0.32% of 310,000 active. AID 504621;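 active = every replicate shows inhibition above about 80%, whatever the replicate mean, limit read from the data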;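 also: 0% = DMSO neutral controls and 100% = 20 µM radicicol positive controls; yeast relying on Plasmodium falciparum Hsp90 in place of its own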
Ecoli viability: counter-screen for AddAB inhibitors: E. coli growth inhibition. E. coli V3065 growth, OD600 absorbance, 18 h. inhibition, % at 11.9 µM. 0.27% of 330,000 active;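 active = inhibition above the campaign's mean inhibition across all tested compounds plus 3 SD, cut at about 9.9% in these data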;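 also: uninfected addAB+ strain grown without phage in ampicillin broth; 0% = DMSO wells and 100% = ciprofloxacin 0.95 µg/ml wells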
Wnt act: activators of Wnt/beta-catenin signaling. 1.2% of 300,000 active. activation, % at 9.35 µM. Wnt/beta-catenin reporter cell assay, activator, plate reader. AID 743398; in the data active = activation above about 30%, passing the limit was not always enough;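 also: 0% = neutral control wells and 100% = positive control wells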
PvdQ acylase: P. aeruginosa PvdQ acylase inhibition; purified PvdQ acylase, fluorescence plate reader; inhibition, % at 10 µM; 0.063% of 340,000 active; in the data active = inhibition above about 30%, passing the limit was not always enough;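 also: 0% = vehicle neutral wells and 100% = reference inhibitor wells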
DAGLB inhibitor: blocks human DAGLB lipase activity; HEK293T DAGLB membrane lysate, EnzChek fluorogenic substrate; 0.059% of 340,000 active; AID 504411; inhibition, % at 5.17 µM; in the data active = inhibition above about 34%;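 also: 0% = enzyme with vehicle and 100% = wells lacking enzyme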
Target sequence (Q8NCG7 whole entry, looked up): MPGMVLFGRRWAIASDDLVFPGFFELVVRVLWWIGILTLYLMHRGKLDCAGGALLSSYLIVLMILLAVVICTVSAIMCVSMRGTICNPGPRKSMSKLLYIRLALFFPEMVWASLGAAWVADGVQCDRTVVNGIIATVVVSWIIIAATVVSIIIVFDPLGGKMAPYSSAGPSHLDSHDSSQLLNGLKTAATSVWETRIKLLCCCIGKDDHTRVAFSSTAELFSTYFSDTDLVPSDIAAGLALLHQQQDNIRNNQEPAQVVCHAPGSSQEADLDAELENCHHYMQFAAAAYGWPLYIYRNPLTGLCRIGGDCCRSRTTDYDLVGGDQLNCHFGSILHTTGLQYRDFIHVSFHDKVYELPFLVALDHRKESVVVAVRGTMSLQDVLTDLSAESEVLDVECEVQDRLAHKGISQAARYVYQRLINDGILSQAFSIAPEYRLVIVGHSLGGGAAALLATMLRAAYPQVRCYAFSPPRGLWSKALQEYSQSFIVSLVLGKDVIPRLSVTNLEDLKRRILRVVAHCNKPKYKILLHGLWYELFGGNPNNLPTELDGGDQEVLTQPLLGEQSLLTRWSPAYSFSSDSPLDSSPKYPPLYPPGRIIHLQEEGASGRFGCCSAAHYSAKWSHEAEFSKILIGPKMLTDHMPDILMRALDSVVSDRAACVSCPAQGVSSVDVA
AddAB inh: less growth of phage-infected E. coli with AddAB. E. coli expressing H. pylori AddAB, absorbance growth. inhibition, % at 11.9 µM. 0.29% of 330,000 active; in the data active = inhibition above about 12%;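 also: 0% = vehicle wells of infected cells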
* hit, by the source's call. This is a random part of the collection; any-hit rate near 1.9%.

Screening Cc1cc(C)cc(NC(=S)NCc2cccs2)c1 returned phage Ecoli inh 5.1, CAL PDZ inh 0.7, Rtt109 HAT inh 9, Tat export inh 3, PfHsp90 yeast 2 -6, Ecoli viability -1.9, Wnt act 0, PvdQ acylase 4, DAGLB inhibitor -1 and AddAB inh 0.6.
Screening CCOc1ccc(S(=O)(=O)NCc2ccccc2Cl)cc1C(N)=O returned phage Ecoli inh 1.5, CAL PDZ inh -1.3, Rtt109 HAT inh 2, Tat export inh -4, Ecoli viability 1.0, Wnt act -1, PvdQ acylase 3, DAGLB inhibitor 0 and AddAB inh 0.7.
CC1CCN(c2ccc(NC(=O)Cc3ccccc3)cc2)CC1 was read as phage Ecoli inh 1.5, CAL PDZ inh -0.8, Tat export inh 1, PfHsp90 yeast 2 -3, Ecoli viability -3.3, Wnt act 5, PvdQ acylase -16, DAGLB inhibitor 0 and AddAB inh -2.3.
O=C(Cc1ccc(Cl)cc1)c1ccc(O)cc1 was read as phage Ecoli inh 1.8, CAL PDZ inh -1.3, Rtt109 HAT inh 3, Tat export inh 1, PfHsp90 yeast 2 -7, Ecoli viability 2.5, Wnt act 1, PvdQ acylase -8, DAGLB inhibitor -2 and AddAB inh 4.1.
For CC(=O)Nc1ccc2c(c1)C(C)(C)C(C)N2C (stereo not drawn) the results were phage Ecoli inh 3.0, Ecoli viability -1.2, Wnt act -1 and AddAB inh -2.0.
C#Cc1ccc([C@@H]2C=C(C(=O)OCC=C)O[C@H](OCc3ccc(CO)cc3)C2)cc1 was read as phage Ecoli inh -0.6, CAL PDZ inh 0.5, Rtt109 HAT inh 7, Tat export inh 5, PfHsp90 yeast 2 -9, Ecoli viability -2.2, Wnt act -2, PvdQ acylase 27, DAGLB inhibitor -4 and AddAB inh -3.0.
For CCOc1cc(/C=N/NC(=O)CN2CCCCC2)ccc1OCc1cccc(Cl)c1 the results were phage Ecoli inh 3.9, CAL PDZ inh -1.1, Rtt109 HAT inh 5, Tat export inh 6, PfHsp90 yeast 2 20, Ecoli viability -0.9, Wnt act -6, PvdQ acylase -9, DAGLB inhibitor 2 and AddAB inh 3.7.
`Cc1ccc(C)c(OCC(=O)Nc2ccc(S(=O)(=O)Nc3ncccn3)cc2)c1` gave phage Ecoli inh 0.8, CAL PDZ inh -0.5, Rtt109 HAT inh 2, Tat export inh 4, PfHsp90 yeast 2 -55, Ecoli viability 2.9, Wnt act -3, PvdQ acylase -2, DAGLB inhibitor -5 and AddAB inh 3.5.
Cc1ccc(S(=O)(=O)Nc2ccc3c(c2)C(=O)N([C@H](C)CO)C[C@H](C)[C@@H](CN(C)Cc2ccc(-c4ccccc4)cc2)O3)cc1 was read as CAL PDZ inh -0.5, Rtt109 HAT inh -29, Tat export inh 12, PfHsp90 yeast 2 -7, Ecoli viability -0.8, PvdQ acylase -11, DAGLB inhibitor 1 and AddAB inh -0.2.
`O=C(c1ccc(S(=O)(=O)Cc2ccccc2Cl)c([N+](=O)[O-])c1)N1CCN(c2ccccn2)CC1` gave phage Ecoli inh -0.6, CAL PDZ inh 1.1, Rtt109 HAT inh 11, Tat export inh 0, PfHsp90 yeast 2 6, Ecoli viability -0.9, Wnt act -2, PvdQ acylase -1, DAGLB inhibitor -4 and AddAB inh 0.8.
Screening O=C(Cc1ccccc1)NNC1CC(=O)N(c2ccc(Cl)cc2)C1=O (stereo not drawn) returned phage Ecoli inh 1.4, CAL PDZ inh 0.2, Rtt109 HAT inh -3, Tat export inh 2, PfHsp90 yeast 2 10, Ecoli viability 0.8, Wnt act 0, PvdQ acylase -22, DAGLB inhibitor 3 and AddAB inh 4.1.
Cn1c(CNC(=O)CNC(=O)c2ccc(F)cc2)cc(=O)n(C)c1=O was read as phage Ecoli inh 1.4, CAL PDZ inh -2.7, Rtt109 HAT inh -33, Tat export inh -8, PfHsp90 yeast 2 7, Ecoli viability -1.6, Wnt act 1, PvdQ acylase 5, DAGLB inhibitor 1 and AddAB inh -0.5.
COCCN(C(=S)Nc1ccc(C)cc1)C(C)c1ccco1 (stereo not drawn) was read as phage Ecoli inh 1.5, CAL PDZ inh -3.3, Rtt109 HAT inh -4, Tat export inh 0, PfHsp90 yeast 2 16, Ecoli viability -0.3, Wnt act -3, PvdQ acylase -16, DAGLB inhibitor -9 and AddAB inh 2.1.
`COc1cccc(C2CC(c3ccc(C)cc3)n3ncnc3N2)c1` (stereo not drawn) gave phage Ecoli inh 1.2, CAL PDZ inh -0.1, Rtt109 HAT inh -8, Tat export inh -2, PfHsp90 yeast 2 -104, Ecoli viability -3.7, Wnt act 1, PvdQ acylase -17, DAGLB inhibitor 2 and AddAB inh 3.9.
CC(=O)c1cccc(NC(=O)N2CCCC2C(=O)Nc2ccc3c(c2)OCO3)c1 (stereo not drawn) was read as phage Ecoli inh 3.2, CAL PDZ inh -2.3, Rtt109 HAT inh 8, Tat export inh -5, Ecoli viability 0.1, Wnt act 19, PvdQ acylase 2, DAGLB inhibitor -3 and AddAB inh 4.9.
CCC(=O)Nc1sc(C(=O)OC)c(C)c1C(=O)OC was read as phage Ecoli inh 3.0, CAL PDZ inh -2.9, Rtt109 HAT inh -8, Tat export inh -1, PfHsp90 yeast 2 14, Ecoli viability 0.9, Wnt act -1, PvdQ acylase -10, DAGLB inhibitor -8 and AddAB inh 2.7.
`CC(Oc1ccc2c(-c3ccccc3)cc(=O)oc2c1)C(=O)NC(Cc1c[nH]c2ccc(O)cc12)C(=O)O` (stereo not drawn) gave phage Ecoli inh 0.4, CAL PDZ inh 0.0, Rtt109 HAT inh 8, Tat export inh 3, PfHsp90 yeast 2 4, Ecoli viability -0.7, Wnt act -1, PvdQ acylase -14, DAGLB inhibitor 4 and AddAB inh 2.2.
CCCC1C(c2ccc(OC)cc2)C(C#N)(C#N)C2(C#N)CC1(N)NC2=O (stereo not drawn) was read as phage Ecoli inh 1.2, CAL PDZ inh -0.9, Rtt109 HAT inh 4, Tat export inh -6, PfHsp90 yeast 2 0, Ecoli viability -1.6, Wnt act -1, PvdQ acylase -9, DAGLB inhibitor 2 and AddAB inh -0.2.
`CN(C)CCNc1c2c(nc3ccccc13)CCC2` gave phage Ecoli inh 0.1, CAL PDZ inh -2.0, Rtt109 HAT inh -10, Tat export inh 9, PfHsp90 yeast 2 0, Ecoli viability -0.6, Wnt act -2, PvdQ acylase 7, DAGLB inhibitor 2 and AddAB inh 0.7.
Screening Cc1cc(C)n(C(=O)CNC(=O)c2cccs2)n1 returned phage Ecoli inh 2.8, CAL PDZ inh -2.8, Rtt109 HAT inh 18, Tat export inh 2, PfHsp90 yeast 2 11, Ecoli viability -0.3, Wnt act 3, PvdQ acylase 5, DAGLB inhibitor 4 and AddAB inh 0.9.
`Cc1ccc(OCC(=O)NNC(=O)CSc2ncnc3sc(C)c(C)c23)cc1` gave phage Ecoli inh 2.7, CAL PDZ inh -1.2, Rtt109 HAT inh -10, Tat export inh -2, PfHsp90 yeast 2 -8, Ecoli viability -1.7, Wnt act 0, PvdQ acylase -9, DAGLB inhibitor 1 and AddAB inh 0.4.
`CC(C)Oc1ccc(S(=O)(=O)N2CCOCC2)cc1NC(=O)c1cccc(S(=O)(=O)N2CCCC2)c1` gave phage Ecoli inh 2.7, CAL PDZ inh -2.9, Rtt109 HAT inh -19, Tat export inh 17, PfHsp90 yeast 2 -10, Wnt act -1, PvdQ acylase -6 and DAGLB inhibitor -4.
For COc1ccc(C2CC(=O)N(C)c3ccccc3S2)cc1OC (stereo not drawn) the results were phage Ecoli inh 2.5, CAL PDZ inh -2.4, Rtt109 HAT inh -9, Tat export inh -3, PfHsp90 yeast 2 11, Ecoli viability -1.3, Wnt act 54*, PvdQ acylase -12, DAGLB inhibitor -3 and AddAB inh 2.7.
CCc1ccc(N(CC(=O)NC(C)(C)C)C(=O)CNC(=O)c2cccs2)cc1 was read as phage Ecoli inh 1.5, CAL PDZ inh -3.5, Rtt109 HAT inh -8, Tat export inh -5, PfHsp90 yeast 2 -50, Ecoli viability -2.6, Wnt act 0, PvdQ acylase -14, DAGLB inhibitor 0 and AddAB inh 0.6.
Screening O=C(c1ccco1)N1CCN(S(=O)(=O)c2ccc(Oc3ccccc3)cc2)CC1 returned phage Ecoli inh 1.3, CAL PDZ inh -0.9, Rtt109 HAT inh 5, Tat export inh 4, PfHsp90 yeast 2 -25, Ecoli viability 1.4, Wnt act -2, PvdQ acylase 16, DAGLB inhibitor 0 and AddAB inh 2.5.
Screening NC(=O)c1ncn([C@@H]2O[C@H](CNCc3cccc(OC4CCCC4)c3)[C@@H](O)[C@H]2O)n1 returned phage Ecoli inh 0.9, CAL PDZ inh -0.4, Rtt109 HAT inh 2, Tat export inh 12, PfHsp90 yeast 2 -20, Wnt act -3, PvdQ acylase -10 and DAGLB inhibitor -1.
COc1cccc(C(=O)Oc2cccc(N3C(=O)C4C5CC(C(Br)C5Br)C4C3=O)c2)c1 (stereo not drawn) was read as phage Ecoli inh 1.2, CAL PDZ inh -0.4, Rtt109 HAT inh -7, Tat export inh -6, PfHsp90 yeast 2 -19, Ecoli viability -1.1, PvdQ acylase -1, DAGLB inhibitor -4 and AddAB inh 2.2.
For CC(C)(C)N1CC(c2nc3ccccc3n2CCOc2ccccc2)CC1=O (stereo not drawn) the results were phage Ecoli inh 2.2, CAL PDZ inh -3.3, Rtt109 HAT inh 3, Tat export inh 2, PfHsp90 yeast 2 -24, Ecoli viability -0.7, PvdQ acylase -8, DAGLB inhibitor -2 and AddAB inh 4.2.
Screening COc1ccc2c(c1)-c1nc(/N=C/c3cccc(OC)c3O)sc1CC2 returned phage Ecoli inh 0.8, CAL PDZ inh 0.1, Rtt109 HAT inh -2, Tat export inh -5, PfHsp90 yeast 2 3, Ecoli viability -0.2, PvdQ acylase 4, DAGLB inhibitor 4 and AddAB inh 0.2.
COc1cc(CC(=O)Nc2nc(-c3ccc(F)c(F)c3)cs2)cc(OC)c1OC was read as phage Ecoli inh 1.6, CAL PDZ inh -1.3, Rtt109 HAT inh 4, Tat export inh 8, PfHsp90 yeast 2 14, Ecoli viability -3.5, Wnt act -5, PvdQ acylase -3, DAGLB inhibitor -3 and AddAB inh 2.3.
`O=C(NCCCn1ccnc1)c1cccc(S(=O)(=O)Nc2ccc(Br)cc2)c1` gave phage Ecoli inh 2.6, CAL PDZ inh -2.4, Rtt109 HAT inh -8, Tat export inh 1, Ecoli viability 0.1, Wnt act 0, PvdQ acylase -12, DAGLB inhibitor 4 and AddAB inh -0.2.
For CC(=O)NC(CC(=O)NCc1ccncc1)c1ccccc1 (stereo not drawn) the results were phage Ecoli inh -0.4, CAL PDZ inh 0.1, Rtt109 HAT inh -7, Tat export inh -7, PfHsp90 yeast 2 -10, Ecoli viability -0.8, Wnt act 0, PvdQ acylase -14, DAGLB inhibitor 1 and AddAB inh 1.8.
`COCC(C)NC(=O)c1cc(-c2ccc(OC)c(OC)c2)on1` (stereo not drawn) gave CAL PDZ inh -2.2, Tat export inh 14, Ecoli viability 1.4, Wnt act 3, PvdQ acylase 2, DAGLB inhibitor -1 and AddAB inh 1.1.
For Fc1ccc(CSc2nc3ncccc3[nH]2)cc1 the results were phage Ecoli inh 3.0, CAL PDZ inh -0.6, Rtt109 HAT inh -15, Tat export inh -7, PfHsp90 yeast 2 -1, Ecoli viability -2.6, PvdQ acylase -4, DAGLB inhibitor -2 and AddAB inh 1.4.

Screening data as filed in PubChem BioAssay.
